Cav3 T inh = human Cav3.2 channel inhibition, primary screen; hit rate 4% among 100,000; O95180; Cav3.2-expressing cells, Fluo-4 calcium fluorescence FDSS; stronger effect = lower value; B-score at 10 µM; AID 449739;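 active means single-dose well whose peak fluorescence ratio is a statistical outlier from its plate by either plate-standardised score or position-corrected B-score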
Target sequence (O95180 whole entry, looked up): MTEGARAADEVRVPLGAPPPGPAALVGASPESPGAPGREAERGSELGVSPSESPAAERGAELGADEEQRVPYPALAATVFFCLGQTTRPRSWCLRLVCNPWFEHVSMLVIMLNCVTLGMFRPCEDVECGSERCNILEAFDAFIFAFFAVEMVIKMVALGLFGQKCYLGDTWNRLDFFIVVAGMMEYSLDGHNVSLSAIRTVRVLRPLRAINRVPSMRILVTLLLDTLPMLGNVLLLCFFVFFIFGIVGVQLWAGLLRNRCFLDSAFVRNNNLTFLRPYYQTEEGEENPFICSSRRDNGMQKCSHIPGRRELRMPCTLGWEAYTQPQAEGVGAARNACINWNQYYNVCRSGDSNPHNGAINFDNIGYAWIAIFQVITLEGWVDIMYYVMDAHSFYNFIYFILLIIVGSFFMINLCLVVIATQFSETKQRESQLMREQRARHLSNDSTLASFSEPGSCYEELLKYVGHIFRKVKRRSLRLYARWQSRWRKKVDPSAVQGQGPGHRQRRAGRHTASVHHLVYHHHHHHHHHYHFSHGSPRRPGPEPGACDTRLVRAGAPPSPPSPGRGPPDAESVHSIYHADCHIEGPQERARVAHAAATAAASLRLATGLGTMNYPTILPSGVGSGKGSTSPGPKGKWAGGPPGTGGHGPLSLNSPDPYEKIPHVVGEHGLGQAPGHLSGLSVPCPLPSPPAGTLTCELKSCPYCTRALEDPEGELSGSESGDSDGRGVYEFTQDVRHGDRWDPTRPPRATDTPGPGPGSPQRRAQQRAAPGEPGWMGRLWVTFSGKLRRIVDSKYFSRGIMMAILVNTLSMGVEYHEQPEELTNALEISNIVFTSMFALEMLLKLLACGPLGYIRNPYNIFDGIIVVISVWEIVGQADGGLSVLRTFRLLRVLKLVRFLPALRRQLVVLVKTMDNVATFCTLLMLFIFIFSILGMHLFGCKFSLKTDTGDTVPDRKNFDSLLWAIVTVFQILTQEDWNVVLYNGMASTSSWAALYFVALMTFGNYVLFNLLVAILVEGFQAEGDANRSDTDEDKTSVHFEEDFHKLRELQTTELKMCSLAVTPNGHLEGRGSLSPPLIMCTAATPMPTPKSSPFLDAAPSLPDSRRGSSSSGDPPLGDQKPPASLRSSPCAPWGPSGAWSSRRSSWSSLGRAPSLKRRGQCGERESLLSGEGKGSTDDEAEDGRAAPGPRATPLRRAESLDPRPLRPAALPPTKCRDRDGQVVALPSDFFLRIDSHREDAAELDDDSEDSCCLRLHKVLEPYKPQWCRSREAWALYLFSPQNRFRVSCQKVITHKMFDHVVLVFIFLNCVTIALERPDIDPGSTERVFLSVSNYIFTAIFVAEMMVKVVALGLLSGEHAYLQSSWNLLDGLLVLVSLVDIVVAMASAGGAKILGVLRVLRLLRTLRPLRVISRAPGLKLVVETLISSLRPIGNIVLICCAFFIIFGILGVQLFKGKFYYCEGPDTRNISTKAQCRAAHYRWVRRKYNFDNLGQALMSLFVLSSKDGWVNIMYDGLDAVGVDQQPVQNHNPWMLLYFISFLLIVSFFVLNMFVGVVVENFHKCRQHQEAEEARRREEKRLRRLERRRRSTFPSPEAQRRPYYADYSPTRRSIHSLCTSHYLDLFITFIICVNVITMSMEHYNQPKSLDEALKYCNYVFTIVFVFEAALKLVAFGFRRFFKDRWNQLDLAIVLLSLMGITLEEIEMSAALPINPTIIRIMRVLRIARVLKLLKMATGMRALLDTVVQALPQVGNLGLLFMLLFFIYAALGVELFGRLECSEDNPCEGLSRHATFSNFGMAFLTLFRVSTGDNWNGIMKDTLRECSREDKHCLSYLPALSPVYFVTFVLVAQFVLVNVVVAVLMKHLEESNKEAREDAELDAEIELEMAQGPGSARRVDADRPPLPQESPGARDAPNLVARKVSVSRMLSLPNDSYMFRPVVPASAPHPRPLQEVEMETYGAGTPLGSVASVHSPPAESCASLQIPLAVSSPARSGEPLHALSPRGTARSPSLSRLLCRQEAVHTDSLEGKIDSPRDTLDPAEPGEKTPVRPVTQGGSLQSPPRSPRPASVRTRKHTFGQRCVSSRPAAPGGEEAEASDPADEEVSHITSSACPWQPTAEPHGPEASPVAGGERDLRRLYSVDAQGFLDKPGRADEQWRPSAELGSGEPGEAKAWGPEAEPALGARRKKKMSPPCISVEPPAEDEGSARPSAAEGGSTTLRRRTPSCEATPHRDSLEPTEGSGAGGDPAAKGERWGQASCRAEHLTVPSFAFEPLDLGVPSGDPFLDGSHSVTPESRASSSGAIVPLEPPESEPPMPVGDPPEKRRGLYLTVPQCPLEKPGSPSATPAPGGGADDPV
* hit, by the source's call.

Cav3 T inh,SMILES
0.62,N#CC1=C(N)OC2=C(CN(Cc3ccccc3)C/C2=C\c2cccnc2)C1c1cccnc1 (stereo unspecified)
0.49,CCOC(=O)c1cnc2ccc(Cl)cc2c1N1CCN(C)CC1
-9.9*,Cn1c(COc2ccc(Cl)cc2)nnc1SCc1ncc(-c2ccccc2)o1
0.026,CCC(C)[C@H]1CN=C(N)N1CCc1cc(C(F)(F)F)cc(C(F)(F)F)c1 (stereo partly specified)
-0.0034,Cc1ccc(-n2nnnc2SCC(=O)N2CC(=O)Nc3ccccc32)cc1
0.46,O=C1CC(=O)N(Cc2cccs2)C(=O)N1
-0.016,Cc1cc(=O)cc(C)n1-c1ccc2c(c1)nc(C)n2-c1ccccc1
0.084,COc1ccc(Cn2ccnc2)cc1Br
0.94,COc1cc(C(=O)NC2CC3CCCC(C2)N3C2CC2)cc(OC)c1OC (stereo unspecified)
0.49,O=C(/C=C/c1ccccc1)c1ccccc1O
-0.39,O=C1Nc2ccc(Br)cc2/C1=N/N=C/C1=C(N2CCOCC2)C(=C\c2ccccc2)/CC1
1.2,O=C(N[C@@H](Cc1ccccc1)C(=O)O)c1ccc(C(F)(F)F)cc1
0.58,CN(C)S(=O)(=O)Nc1ccc2c(c1)OCO2
-0.43,O=C(NC(=S)Nc1cc([N+](=O)[O-])ccc1Cl)c1ccccc1
0.69,Cc1oc(C(C)(C)C)c(CN2CCCC2)c1C(=O)O

Cav3 T inh,SMILES
0.069,CCOC(=O)C1CSC(CC(=O)Nc2ccc(OCC)cc2)C(=O)N1 (stereo unspecified)
0.72,CN1CCN(C(=O)CCNC(=O)Cn2ccc3ccccc3c2=O)CC1
-0.095,CCOc1ccccc1NC(=O)CSc1nnnn1-c1ccc(C(=O)OC)cc1
0.56,Cc1sc(NC(=O)c2cccs2)c(C(N)=O)c1C
0.33,O=C1CCCCCN1Cc1ccccc1
0.28,COc1ccc(Br)cc1C(=O)Nc1ccc(N2CCN(S(C)(=O)=O)CC2)cc1
0.14,CCn1c(SCC(=O)Nc2ccc(OC)cc2)nnc1-c1ccco1
1.3,CCn1nnnc1SCC(=O)c1ccc(C)cc1
0.034,Cc1nc2c3ccccc3n(CC#N)c(=O)n2n1
1.5,CCc1ccc(N(C(=O)C(F)(F)F)C(C(=O)NC2CCCCC2)c2ccncc2)cc1 (stereo unspecified)
-0.035,C/C(NC(=O)c1cccs1)=C1\C(=O)C[C@@H]2[C@H]1C2(C)C
-9.4*,COc1cccc(C(=O)OCCN2CCCCC2)c1
-2.8,Cc1nn(C(C)(C)C)c(OC(=O)c2ccc3c(c2)OCO3)c1S(=O)(=O)c1ccccc1
1.8,Cc1c(Cl)cccc1NC(=O)c1ccc(-n2ccnc2)nc1
0.47,COc1ccc(CNC(=O)C2CCN(S(=O)(=O)c3cc(OC)ccc3OC)CC2)cc1

Cav3 T inh,SMILES
0.18,Cc1cc2cc(CNC(=O)c3ccc(S(=O)(=O)N4CCOCC4)cc3)ccc2[nH]1
1.2,CCc1nnc(NC(=O)CSc2nc3c(c(=O)n2-c2ccccc2OC)SCC3)s1
1.1,Cc1ccc(C(=O)NCC(=O)O)cc1S(=O)(=O)N1CCCCC1
-0.36,CCC(C)n1c(C)nc2c(c1=O)c1nc3ccccc3nc1n2CCC1=CCCCC1 (stereo unspecified)
-1.4,Cc1nc(CCNC(=O)c2cccs2)cs1
-9.2*,C=CCOC(=O)C(C#N)c1nc2ccccc2nc1N1CCN(c2ccccc2OC)CC1 (stereo unspecified)
-3.1,O=C(NCc1ccccn1)C1Nc2ccc(OC(F)(F)F)cc2C2C=CCC12 (stereo unspecified)
-1.1,O=C(NC1CC1)c1nc2c(nnn2Cc2ccccc2Cl)c(=O)[nH]1
-2.2,CC(C)CCNC(=O)C(C)N(C(=O)Cn1nnc(-c2ccc(F)cc2)n1)C1CCCC1 (stereo unspecified)
-2.9,Cn1ccnc1Sc1nc(Nc2cccc(Cl)c2)nc(N2CCOCC2)n1
1.6,CCOC(=O)CSCC(=O)Nc1nnc(-c2cccc([N+](=O)[O-])c2)s1
-0.24,COc1cc(OC)c(NC(=S)Nc2cccc(C(C)=O)c2)cc1Cl
0.02,Cc1cc(C)n2nc(C(=O)OCC(=O)Nc3ccc4c(c3)OCO4)nc2n1
0.69,c1ccc2c3nnc4n(c-3nc2c1)CCCS4
0.43,O=C(Nc1nccs1)C1CCCN1S(=O)(=O)c1ccc(F)cc1 (stereo unspecified)

Cav3 T inh,SMILES
-0.12,COc1ccc(OCCCC(=O)Nc2cc([N+](=O)[O-])ccc2C)cc1
0.2,COc1ccc(OC)c(/C=N\NC(=O)CSc2nnc(CCCc3ccc(OC)c(C)c3)o2)c1
-0.99,CC(=O)O[C@@H]1[C@H](OC(=O)CC(C)C)c2c(ccc3ccc(=O)oc23)OC1(C)C
-0.059,O=C(CCC(=O)c1cccs1)OCC(=O)c1ccc(Cl)s1
-0.033,O=C(NC1CCCc2ccccc21)C1CCN(S(=O)(=O)c2cnc[nH]2)CC1 (stereo unspecified)
0.38,COC(=O)Cn1c(C)c(C#N)c2ccccc21
-1.7,Cc1nnc2n1N=CC=C(c1ccccc1)S2
0.18,O=C(CC1SC(=Nc2ccccc2)N(CCCCO)C1=O)NCc1ccccc1 (stereo unspecified)
-1.6,CC[C@H](NC(=O)c1c(C)c(-c2ccccc2)nc2ccccc12)c1ccccc1
-0.13,Oc1ccc(CNc2ccccc2O)cc1
-0.79,Cc1cccc(NC(=O)c2sc(C)nc2C)c1
-0.32,O=C(NNC(=O)c1sc2ccccc2c1Cl)Nc1ccc(Cl)cc1
-0.21,Cc1ccc(-n2c(C)csc2=N)cc1
-2.3,COc1ccc(C2CC(c3cccs3)=Nc3ccccc3S2)cc1 (stereo unspecified)
0.28,CN(C)c1ccc(C(=O)Nc2nc3c(s2)CCCC3)cc1

Cav3 T inh,SMILES
-7.9*,COC(=O)CN1C(=O)S/C(=C/c2ccc(N3CCCCC3)o2)C1=O
-1.6,COc1ccc2cc1Oc1ccc(cc1)CC1c3c(cc(OC)c4c3Oc3cc5c(cc3O4)CCNC5C2)CCN1C (stereo unspecified)
-0.3,CC(C)(C)c1ccc(S(=O)(=O)NCc2ccc(C(=O)N3CCCC3)cc2)cc1
-0.42,O=C(CSc1nc2c(c(C(F)(F)F)n1)CCc1ccccc1-2)NCc1ccc(F)cc1
0.48,CCOC(=O)CSc1nnc(-c2c[nH]c3ccccc23)n1CC
0.31,CCOc1cc(/C=N\NC(=O)c2ccc(NC(=O)CC)cc2)ccc1OC(=O)c1ccccc1
-1,CCCCCOC(=O)CSc1nc2c(c(=O)[nH]c(=O)n2C)n1Cc1ccc(Cl)cc1
-0.33,Cc1onc(-c2ccccc2Cl)c1C(=O)OCC(=O)c1ccccc1
-0.12,C#CCNC(=O)C1=C[C@H](C2CCCCC2)C[C@H](OCCCCO)O1
-2.4,O=C(CSc1nnc(CNC(=O)c2cccs2)o1)c1ccc(Cl)cc1
-0.45,COC(=O)c1ccc(Cl)c(NC(=O)CN2CCOCC2)c1
0.038,CC1(C)N([O-])C2=C(c3ccccc3C2=O)[N+](=O)C1(C)C
0.019,CN1CC(=O)NC1=NC(=O)C12CC3CC(CC(C3)C1)C2
0.84,CCOC(=O)Cc1csc(NC(=O)NC2(C(F)(F)F)Oc3ccccc3O2)n1
1,CCOc1ccc(NC(=O)CSc2nc3cccnc3n2CCOC)cc1

Cav3 T inh,SMILES
-0.12,COc1cc(C[C@H](C)[C@H](C)Cc2ccc3c(c2)OCO3)ccc1O
0.78,Cc1ccc(S(=O)(=O)N2CCC(C(=O)NCc3ccccc3Cl)CC2)cc1
0.5,Cn1c(SCC(=O)NCc2ccc3c(c2)OCO3)nnc1-c1cccs1
1.2,Cc1cc(OCC(=O)Nc2ccccc2F)nc(C(C)C)n1
-1.1,CC(=Nc1ccc(O)cc1)c1sc2ccccc2c1O
0.28,O=C(Nc1ccc(Cl)c(Cl)c1)c1ccc(Cn2c(=O)[nH]c3ccsc3c2=O)cc1
-0.65,CC(C)CCNC(=O)c1nnc(Cc2ccc(Cl)cc2)o1
0.03,CN1C(=O)CC(N2CCC(c3nc4ccccc4s3)CC2)C1=O (stereo unspecified)
0.12,C=CCn1c(Sc2nnc(C)s2)nc2c1c(=O)[nH]c(=O)n2C
-0.00051,Cn1c(=O)oc2cc(S(=O)(=O)N3CCOCC3)ccc21
0.46,COc1ccccc1-c1nnc2n1N=C(C(C)(C)C)CS2
0.41,O=C(O)C1CC(c2ccccc2F)=NO1 (stereo unspecified)
-2.2,O=C(Nc1ccc2c(c1)CCC2)c1ccc(Br)o1
0.05,Cc1nnc(SCC(=O)NC(C)c2ccccc2)[nH]c1=O (stereo unspecified)
-0.45,CCCOc1ccc2oc(=O)c3c(c2c1)CCCN3C(=O)CN(C)Cc1ccccc1

Cav3 T inh,SMILES
0.049,COc1ccc(CCNC(=O)Cc2nn(C)c(=O)c3ccccc23)cc1OC
0.89,COC(=O)c1c(C)c(OC(=O)c2c(C)cc(O)c(C=O)c2O)cc(C)c1O
0.36,COc1ccc(-c2[nH]ncc2-c2ccc3c(c2)OCCO3)c(O)c1
-0.36,COc1ccc(COCCN2CCN(S(=O)(=O)c3ccccc3)CCC2=O)cc1
-0.39,CCCc1cc(=O)[nH]c(SCc2cccc(C)c2)n1
-0.84,O=C1OC2(CCCCC2)OC(=O)C1=CNc1nc2ccccc2s1
0.94,Cc1cccc(-c2nc3ccccc3c3nncn23)c1
0.6,CC(=O)Nc1ccc(NS(=O)(=O)c2cc(C)sc2C)cc1
-0.15,CCCCc1c(O)c2ccccc2[nH]c1=O
0.69,Cn1c(/C(C#N)=N/O)nc2ccccc21
0.062,COc1ccc(S(=O)(=O)n2oc(=O)cc2-c2ccccc2)cc1
0.028,CCOC(=O)CNC(=O)Cn1cnc2sc(C)c(S(=O)(=O)N3CCC(C)CC3)c2c1=O
-1.4,Cc1cc(C)cc(NC(=O)Cn2ncn3c(cc4ccccc43)c2=O)c1
0.051,COc1ccc(Nc2cc(C)nc3ncnn23)c(OC)c1
0.49,Cc1ccc(NC(=O)c2noc3c2CCc2ccccc2-3)cc1

Cav3 T inh,SMILES
0.38,COc1ccc2[nH]c(C(=O)O)c(CCC(=O)O)c2c1
-2.7,Cc1ccc(Nc2ncc3c(n2)CC(c2ccco2)CC3=O)c(C)c1 (stereo unspecified)
-3.3,CCC(c1nnnn1Cc1cccs1)N1CCN(c2nc3ccccc3s2)CC1 (stereo unspecified)
0.68,O=C(CN1CCN(C(=O)c2cccc(F)c2)CC1)Nc1ccccc1F
-0.13,COc1cccc(NC(=O)CSc2ncnc3c2oc2ccccc23)c1
-0.067,CCCCC(CC)CN1C(=O)/C(=C/c2ccncc2)SC1=S (stereo unspecified)
-1.3,COc1ccc(CNC(=S)Nc2cc(C)ccc2C)cc1
-1.8,O=c1[nH]cnc2scc(C3COc4ccccc4O3)c12 (stereo unspecified)
2.2,CSc1ccccc1-n1nnnc1SCC(=O)NCc1cccs1
0.41,O=C(Nc1ccc2c(c1)Cc1ccccc1-2)c1ccco1
-1.7,CC(C)(C)NCc1cccn1-c1sc2c(c1C#N)CCCC2
0.17,Cc1ccccc1OCC(=O)N/N=C1\CCOc2c(C)cccc21
1.1,O=C(COC(=O)C1CC(=O)N(c2ccccc2)C1)c1ccccc1 (stereo unspecified)
0.27,COc1ccc(/C=C(/NC(=O)c2ccc(C)cc2)c2nc3ccccc3[nH]2)cc1OC
0.23,O=C1CCCC2=C1C(c1cn(-c3ccccc3)nc1-c1cccs1)c1c([nH]c(=O)[nH]c1=O)N2 (stereo unspecified)

Six of the compounds above, with bars between the fields.
smiles | Cav3 T inh
C#CCNC(=O)C1=C[C@H](C2CCCCC2)C[C@H](OCCCCO)O1 | -0.12
O=C(CSc1nnc(CNC(=O)c2cccs2)o1)c1ccc(Cl)cc1 | -2.4
COC(=O)c1ccc(Cl)c(NC(=O)CN2CCOCC2)c1 | -0.45
CC1(C)N([O-])C2=C(c3ccccc3C2=O)[N+](=O)C1(C)C | 0.038
CN1CC(=O)NC1=NC(=O)C12CC3CC(CC(C3)C1)C2 | 0.019
CCOC(=O)Cc1csc(NC(=O)NC2(C(F)(F)F)Oc3ccccc3O2)n1 | 0.84

(next part)
Cav3 T inh,SMILES
-0.0062,COc1ccc(OC)c(Nc2nc(-c3cccc([N+](=O)[O-])c3)nc3ccccc23)c1
1.8,CCOc1ccc(CCNC(=O)c2cc3ccccn3n2)cc1OCC
-0.63,Cc1cc2n(n1)C(c1sccc1C)Nc1ccccc1-2 (stereo unspecified)
0.64,O=C1C2C3C=CC(O3)C2C(=O)N1CC(O)c1ccccc1 (stereo unspecified)
0.018,CCCCc1n[nH]c2c1/C(=N/O)CC(C)(C)C2
0.71,COC(=O)c1ccc(Cc2ccccc2)o1
-0.47,COCc1cc(=O)n2c([nH]c3ccccc32)c1C#N
-0.27,COCc1nnc(NC(=O)C(C)C)s1
-0.099,O=C(NCCN1CCCC1)c1ccc(CS(=O)(=O)c2c(Cl)cccc2Cl)o1
-0.42,Cc1ccc(CCNC(=O)C2CC(c3ccc(C(F)(F)F)cc3)=NO2)cc1 (stereo unspecified)
-3.8,O=C(CSc1nnc(CNC(=O)c2ccccc2F)o1)NCCc1ccccc1
-0.54,CN(C)c1oc(-c2ccccc2)nc1C#N
1.2,CC(=O)c1cc(F)c(N2CCN(C(=O)Cc3ccccc3)CC2)cc1C
-0.00031,CCN(CC)Cc1c(C(=O)OC)nnn1-c1nonc1N

Reformatted with each value named: part of the list above
Cc1ccc(CCNC(=O)C2CC(c3ccc(C(F)(F)F)cc3)=NO2)cc1 (stereo unspecified)
- Cav3 T inh: -0.42
CCN(CC)Cc1c(C(=O)OC)nnn1-c1nonc1N
- Cav3 T inh: -0.00031
CCCCc1n[nH]c2c1/C(=N/O)CC(C)(C)C2
- Cav3 T inh: 0.018
O=C(CSc1nnc(CNC(=O)c2ccccc2F)o1)NCCc1ccccc1
- Cav3 T inh: -3.8

Screens (PubChem BioAssay)

Some of the compounds tested. The share of hits here may be higher or lower than overall.
